Screening data as filed in PubChem BioAssay.
CHOP inhibitor: inhibitors of CHOP induction in ER stress response; CHO-K1 CHOP-promoter luciferase, tunicamycin-induced, 15-18 h; inhibition, % at 10 µM; hit rate 3.8% among 220,000; AID 2732;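 active = compounds that reduced the stress-induced luciferase reporter signal by more than about 70% of percent inhibition, limit read from the data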;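 also: 0% = tunicamycin plus vehicle and 100% = wells without tunicamycin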
NPY-Y1 PAM-ag: potentiators or agonists of human neuropeptide Y receptor Y1; NPY-Y1 expressing cells, potentiator/agonist activation; activation, % at 3.6 µM; hit rate 0.37% among 220,000; AID 1304; in the data active = activation above about 33%, passing the limit was not always enough;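 also: cells stimulated with NPY at EC10 then isoproterenol at EC100; 0% = low agonist plus stimulus and 100% = saturating agonist plus stimulus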
S1P4 antagonist: human S1P4 receptor antagonism; S1P4-expressing cells, antagonist mode, reporter read-out; AID 1510; hit rate 0.26% among 220,000; inhibition, % at 4.98 µM; O95977; in the data active = inhibition above about 29%;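 also: 0% = wells stimulated with agonist and 100% = vehicle wells without agonist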
TRPN1 ag: activates the zebrafish TRPN1 channel; HEK293 zebrafish TRPN1-YFP, Fluo-8 calcium fluorescence; 100% = response to 87 µM carbachol; activation, % at 3 µM; hit rate 0.18% among 220,000; AID 1424;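 active = activation above its plate's cutoff, the mean activation of test wells on that plate plus 3 SD, cut at about 19% in these data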;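 also: 0% = DMSO alone and 100% = 87 µM carbachol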
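Assay system: Zebrafish TRPN1-YFP in HEK293 cells | Incubation: Dye loading 1 h at 37 °C, then 30 min room temperature | Measured by: Kinetic Fluo-8 fluorescence, ex 470-495, em 515-575 nm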
S1P4 ag: human S1P4 receptor agonism | S1P4-expressing cell line, agonist reporter assay | activation, % at 4.98 µM | hit rate 0.35% among 220,000 | AID 1509; in the data active = activation above about 11%;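 also: 0% = DMSO vehicle and 100% = reference agonist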
NPY-Y1 antag: NPY-Y1 (human) receptor antagonism; P25929; inhibition, % at 3.6 µM; HEK293-CNG Y1 cells, membrane potential fluorescence; NPY at EC95, then isoproterenol; hit rate 1% among 200,000; AID 1040;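 active = inhibition above the campaign mean inhibition of all tested compounds plus 3 SD, cut at about 20% in these data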;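 also: 0% = DMSO wells given NPY plus isoproterenol and 100% = isoproterenol alone without NPY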
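Assay system: HEK293 cells with Y1 receptor plus CNG channel | Probe or stimulus: NPY (25 nM), isoproterenol (1 µM), Ro 20-1724 (25 µM) | Timing: Compound incubation 1 h at room temperature, readout 45 min post-stimulation | Measured by: Membrane-potential fluorescent dye readout | Benchmarks: High control isoproterenol alone, low control NPY with isoproterenol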
NPY-Y2 PAM-ag: potentiators or agonists of human neuropeptide Y receptor Y2 | hit rate 0.45% among 220,000 | activation, % at 3.6 µM | P49146 | cells expressing NPY-Y2, potentiator/agonist read-out; in the data active = activation above about 27%;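 also: cells stimulated with NPY near EC25 plus isoproterenol at EC100; 0% = vehicle plus submaximal agonist and 100% = vehicle plus saturating agonist; some results beyond the cut were filed as inactive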
Target sequence (P49146 whole entry, looked up): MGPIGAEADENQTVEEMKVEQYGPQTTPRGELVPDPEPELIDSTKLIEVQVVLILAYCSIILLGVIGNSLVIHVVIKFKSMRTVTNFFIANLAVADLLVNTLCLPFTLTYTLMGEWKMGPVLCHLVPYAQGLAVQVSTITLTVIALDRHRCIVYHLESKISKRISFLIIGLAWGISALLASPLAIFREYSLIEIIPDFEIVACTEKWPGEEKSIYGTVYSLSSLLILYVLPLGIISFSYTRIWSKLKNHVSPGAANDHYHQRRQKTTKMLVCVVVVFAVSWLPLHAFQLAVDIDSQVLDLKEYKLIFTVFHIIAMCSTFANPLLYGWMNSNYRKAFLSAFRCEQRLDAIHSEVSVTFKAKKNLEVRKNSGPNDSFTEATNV
EP2 mod: EP2 receptor (human) modulation; EP2-expressing cells, cAMP HTRF FRET, PGE2 co-stimulation; induction, % at 25 µM; hit rate 0.83% among 260,000;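 active = compounds whose cAMP rise, as percent of the full-agonist control response, exceeds 60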;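 also: rat C6 glioma line stably carrying human EP2 under a CMV promoter; the protocol text gives 20 µM as final concentration; 100% = response of wells given 1 µM PGE2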
Target sequence (P43116 whole entry, looked up): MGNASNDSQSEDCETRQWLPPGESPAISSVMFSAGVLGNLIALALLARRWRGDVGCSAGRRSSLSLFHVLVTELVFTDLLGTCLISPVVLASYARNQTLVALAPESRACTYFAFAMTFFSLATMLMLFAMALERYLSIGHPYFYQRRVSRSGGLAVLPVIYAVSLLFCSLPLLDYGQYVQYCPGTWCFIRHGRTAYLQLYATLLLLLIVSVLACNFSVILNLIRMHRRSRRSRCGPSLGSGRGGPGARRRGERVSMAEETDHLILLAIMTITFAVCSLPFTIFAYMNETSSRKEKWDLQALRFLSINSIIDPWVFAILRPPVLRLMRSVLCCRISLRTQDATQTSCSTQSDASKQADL
TRPML3 agonist: activates the human TRPML3 channel; Q8TDD5; HEK293 TRPML3-YFP, Fluo-8 calcium fluorescence; 100% = the carbachol control signal; activation, % at 3 µM; hit rate 0.29% among 220,000; AID 1448;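 active = activation above its plate's cutoff, the mean activation of the plate's test wells plus 3 SD, cut at about 12% in these data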;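 also: 0% = DMSO only wells and 100% = carbachol wells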
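Material: HEK293 cells stably carrying human TRPML3-YFP; compound dosing: single dose, 3 µM final nominal compound, 0.3% DMSO final; incubation: 1-h 37 °C dye load, 5-s basal, 120-s post-compound reads; technique: Fluo-8 intracellular calcium fluorescence, excitation 470-495 nm, emission 515-575 nm; read-out basis: percent activation from peak-to-basal fluorescence ratio, scaled between DMSO and carbachol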
Numbers without * were called inactive; x = no result given; & = joins results of further samples.

canonical_smiles	CHOP inhibitor	S1P4 ag	S1P4 antagonist	EP2 mod	NPY-Y1 antag	NPY-Y1 PAM-ag	TRPML3 agonist	NPY-Y2 PAM-ag	TRPN1 ag
Oc1c(C=Nc2ccc(Cl)cn2)sc2ccccc12	22.6	0.8	-3.8	-29.6	x	-1.9	0.8	9.4	1.3
CC(=O)c1cccc(S(=O)(=O)N2CCN(c3nc4cc(C)cc(C)c4cc3C#N)CC2)c1	41.6	1.3	-12.3	0.7	7.6	5.4	-0.2	-6.9	-0.7
CCOC(=O)c1nn(-c2ccc(F)cc2)c2nc(Nc3ccccc3)cc(=O)n12	50.5	0.6	-39.1	-12.8	-1.3	-21.7	-0.6	-5.6	0.9
Cc1cc(N2CCN(c3ccccc3)CC2)nc(NCc2ccccc2)n1	87.8*	0.2	-0.5	-35.9	1.2	-12.0	1.0	-9.8	0.9
Cc1ccc(OCCOc2cccc3ccc(C)nc23)c([N+](=O)[O-])c1	16.6	2.0	-17.6	-8.2	-2.3	2.3	0.4	4.8	-0.2
Cc1ccc(Nc2nc(N)nc(CN3CCN(C)CC3)n2)cc1C	-22.6	0.9	4.4	3.6	-2.4	-10.4	0.3	3.0	0.6
COc1cc(NS(=O)(=O)c2ccc(NC(C)=O)cc2)ncn1	-19.2	-0.6	-1.1	-5.8	-0.4	14.0	0.7	0.5	0.8
COCCOC(=O)C1=C(C)Nc2ncnn2C1c1ccco1 (stereo not drawn)	11.2	-1.1	-1.9	4.6	x	10.5	-0.5	13.3	-0.1
CC1(C)CC(=O)C(C=NCC2CCN(C(=S)Nc3cccc(Cl)c3)CC2)=C(O)C1	20.9	-0.9	-4.8	3.1	4.5	6.1	0.4	-1.6	-0.5
COc1ccc(C2Nc3ccccc3C(=O)N2Cc2ccccc2)cc1CSc1ccccn1 (stereo not drawn)	18.3	-0.8	-6.1	13.5	15.7	1.2	0.6	10.8	0.2
Cc1noc(C)c1C(=O)NCCc1ccccc1	0.3	2.1	-16.5	2.1	12.1	-7.3	0.4	4.2	0.0
Cc1ccc(NC(=S)N(CCCN2CCN(C)CC2)Cc2cccs2)cc1	-19.6	0.1	-3.4	-11.4	7.9	3.3	0.6	-0.8	1.3
CCc1ccc(NC(=S)NNC(=O)c2ccccc2OC(F)F)cc1	-26.1	-1.2	3.7	7.6	3.9	2.3	0.3	6.2	0.8
CSc1nc(C)cc(OCC#N)n1	7.6	-0.7	-7.6	5.9	-7.8	-3.5	0.4	-10.6	0.3
Cc1cccc(NC(=O)C2CCN(S(=O)(=O)c3c(C)nn(C)c3C)CC2)n1	-40.4	0.4	-8.5	13.6	-2.7	16.0	0.2	5.3	-0.3
c1cncc(-c2nc(N3CCCCCC3)c3ccccc3n2)c1	33.7	5.5	-19.5	74.1*	8.0	1.2	-2.5	-5.1	-3.5
O=C1c2ccccc2C(=O)N1c1ccc(Cc2ccncc2)cc1	21.4	-0.8	-6.5	-57.2	x	2.8	4.5	15.3	9.2
Cc1cccc2cc(CN(Cc3ccccc3)C(=S)NCCCN(C)C)c(=O)[nH]c12	21.6	-1.8	-1.9	-86.0	28.2*	-62.2	0.6	-27.5	6.3
CN(C)CCN1C(=O)C(O)=C(C(=O)c2ccco2)C1c1ccccc1F (stereo not drawn)	41.3	0.7	-25.6	10.2	-1.6	-28.6	1.2	1.2	-0.1
COc1ccc(N=C(c2ccccc2)c2c(C)[nH]n(-c3ccccc3)c2=O)c(OC)c1	15.2	1.5	-7.3	11.2	x	-22.1	-0.9	-31.3	0.4
CCCn1nnnc1SCC(=O)N(C(C)C)C(C)C	23.1	0.7	5.2	-3.7&-1.0	2.8	11.2	0.2	4.2	0.2
COc1ccc2cc(C(=O)Nc3ccc(Cl)cc3)sc(=O)c2c1OC	35.1	0.1	-13.6	-23.4	1.4	-21.5	0.7	1.8	2.3
COc1ccc(OC)c(C(=O)CSc2nc3c(c(=O)n(C)c(=O)n3C)n2C(C)C)c1	-0.1	1.7	-12.9	7.4&26.8	2.3	11.8	0.8	7.7	0.1
CC(C)(C)C(=O)Nc1c(Br)c(C2CC2)nn1-c1ccccc1	0.0	0.2	3.7	-22.8	x	-11.7	-0.6	-30.7	-1.7
Cc1c(CN2CCCCC2)c(O)n(CCO)c(=O)c1C#N	-23.8	0.0	-6.6	21.5&-35.2	-6.0	10.5	1.3	6.3	1.8
Nc1cc(=O)[nH]c(SCC(=O)N2CCN(S(=O)(=O)c3ccc4ccccc4c3)CC2)n1	4.1	1.5	-13.8	-0.3	1.2	-26.6	0.4	-1.0	-0.9
CCOC(=O)C1(P(=O)(c2ccccc2)c2ccccc2)CCC1	3.0	-0.6	-5.8	22.4	9.2	-7.4	-0.2	-25.4	-1.5
COc1ccc(-c2oc3ncn(Cc4ccco4)c(=N)c3c2-c2ccc(OC)cc2)cc1	-30.9	1.3	1.4	-15.7	31.4*	-43.5	-0.6	-26.9	0.1
COC(=O)c1ccc(NC(=O)C2CCCN(S(=O)(=O)c3cnc[nH]3)C2)cc1 (stereo not drawn)	16.7	-1.1	-2.2	1.1	0.1	5.0	0.1	-19.5	1.0
Cn1c(C(=O)N2CCCC(C(=O)c3ccc(C(F)(F)F)cc3)C2)cc(=O)n(C)c1=O (stereo not drawn)	-15.2	1.5	-19.8	-19.8	0.4	-3.4	0.8	-2.9	1.4
O=C(NCc1ccc(F)cc1)C1CCC(=O)N1C1CCCCC1 (stereo not drawn)	34.7	-0.4	-25.7	1.5	5.0	-3.8	-0.2	0.8	0.2
COc1cc2c(cc1NC(=O)COC(=O)[C@@H](NC(=O)c1ccccc1)C(C)C)oc1ccccc12	56.7	1.9	-15.6	19.7	-1.6	-19.3	0.3	-3.1	-0.8
Cc1ccc(Cl)cc1N1CCN(C(=O)c2ccc3nc[nH]c3c2)CC1	31.6	0.7	-6.4	-1.5	-6.8	-6.9	1.9	3.4	2.2
CCc1ccc(NC(=O)CSc2nnc(COc3ccc4c(c3)CCCC4)o2)cc1	10.5	0.3	-8.5	-3.4	1.3	-6.7	1.0	-2.8	-1.1
CC(=O)Nc1ccc(SCC(=O)N(C)C2CCS(=O)(=O)C2)cc1 (stereo not drawn)	-8.3	0.2	2.9	17.0	-1.2	-4.4	-1.3	8.6	-0.6
CCn1ccnc1CN(C)Cc1nc(-c2cccc(Cl)c2)no1	2.7	0.8	-17.3	-27.9	2.7	22.0	0.3	3.4	2.8
COc1ccc(-c2[nH]ncc2CNCc2cc(C)n(C)n2)c(F)c1	13.2	-0.4	8.6	-1.4	-9.6	-3.0	0.6	1.2	0.1
Cc1ccc(Nc2nc(N)nc(CN3CCN(c4ccccc4)CC3)n2)cc1Cl	102.5*	5.2	7.6	-14.8	3.5	-27.1	-0.4	-11.2	-1.3
CNC(=O)c1ccc(-n2cccn2)nc1	6.5	-1.7	1.3	6.0	1.6	-16.8	0.6	-4.4	1.5
Cc1nc2ccc(S(=O)(=O)NCC(=O)N3CCc4ccccc43)cc2s1	20.3	1.8	-9.2	-30.4	12.1	-39.2	-0.9	-17.4	0.4
CCOc1cc2c(cc1/C=C(/C#N)c1ccc(C(=O)O)cc1)OCO2	7.8	0.4	0.7	5.0	0.6	-1.2	-0.2	-15.2	0.8
COc1cc(C(=O)N(Cc2ccc(F)cc2)C2CCS(=O)(=O)C2)cc(OC)c1OC (stereo not drawn)	-9.1	1.3	-11.9	12.6	7.4	0.6	1.1	-0.9	0.5
N#Cc1cccc(C(c2nnnn2Cc2ccccc2)N2CCCC2)c1 (stereo not drawn)	-5.0	-0.4	-2.9	7.7	8.3	3.4	0.8	4.5	1.3
CC(=O)NC(CCS(C)(=O)=O)C(=O)Nc1cccc(C)c1C (stereo not drawn)	13.9	3.8	-7.8	5.5	0.6	5.8	0.7	-12.8	1.9
COc1ccc(C2(O)CCN(CC(=O)Nc3nc(-c4ccccc4)cs3)CC2)cc1	-2.6	1.6	-29.6	-61.1	3.1	1.9	1.4	7.1	2.3
COc1ccc(-c2cc(C#N)nc(Cl)n2)cc1	-41.4	-1.8	57.2*	-7.6	x	-14.4	0.1	-17.8	0.4
COC(=O)COc1nsnc1N1CCOCC1	-29.9	-0.1	-2.7	-3.8	-2.1	0.8	-0.1	-8.7	0.3
CCOc1ccccc1N(CC(=O)Nc1ccc2c(c1)OCCO2)S(C)(=O)=O	8.6	-0.4	2.0	-3.6&9.9	3.2	-14.2	-0.3	-13.7	1.3
COc1ccc(N2CCN(C(=O)CSc3ncccc3-c3nc4ccccc4[nH]3)CC2)cc1	43.3	1.3	-13.0	-3.9	3.5	19.4	0.1	-20.3	-0.7
ClC1(Cl)CC1Cn1cnc2ccccc21 (stereo not drawn)	25.1	0.4	-9.6	-5.3	1.2	-0.1	0.5	-7.1	0.6
O=c1c2cc(Br)ccc2[nH]c(=S)n1Cc1cccnc1	-28.7	-0.1	-7.3	-21.8	-2.0	12.0	0.0	-4.5	0.5
CC(Sc1nnc(C(C)N(C)C)n1-c1ccc(Cl)cc1)C(=O)Nc1ccc2c(c1)OCO2 (stereo not drawn)	-5.0	1.9	-18.0	4.9	3.0	8.9	0.6	-7.2	-1.8

Hits appear at their usual frequency; about 6.5% have a hit in one of these screens.
